# High-throughput results from PubChem BioAssay.
# RECQ1 helicase: inhibitors of human RECQ1 DNA helicase; P46063; RECQ1 DNA unwinding, red fluorescence kinetic read; Potency, µM (series often up to 57.3 µM), for the others: at the top dose activity, negative = inhibition, actives largely listed as inhibitors; 240,000 compounds, 0.54% hits;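 also: plate controls were vehicle for no effect and no enzyme for full effect; nearly all actives have a fitted effect of over 30% in size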
# Target sequence (P46063 whole entry, looked up): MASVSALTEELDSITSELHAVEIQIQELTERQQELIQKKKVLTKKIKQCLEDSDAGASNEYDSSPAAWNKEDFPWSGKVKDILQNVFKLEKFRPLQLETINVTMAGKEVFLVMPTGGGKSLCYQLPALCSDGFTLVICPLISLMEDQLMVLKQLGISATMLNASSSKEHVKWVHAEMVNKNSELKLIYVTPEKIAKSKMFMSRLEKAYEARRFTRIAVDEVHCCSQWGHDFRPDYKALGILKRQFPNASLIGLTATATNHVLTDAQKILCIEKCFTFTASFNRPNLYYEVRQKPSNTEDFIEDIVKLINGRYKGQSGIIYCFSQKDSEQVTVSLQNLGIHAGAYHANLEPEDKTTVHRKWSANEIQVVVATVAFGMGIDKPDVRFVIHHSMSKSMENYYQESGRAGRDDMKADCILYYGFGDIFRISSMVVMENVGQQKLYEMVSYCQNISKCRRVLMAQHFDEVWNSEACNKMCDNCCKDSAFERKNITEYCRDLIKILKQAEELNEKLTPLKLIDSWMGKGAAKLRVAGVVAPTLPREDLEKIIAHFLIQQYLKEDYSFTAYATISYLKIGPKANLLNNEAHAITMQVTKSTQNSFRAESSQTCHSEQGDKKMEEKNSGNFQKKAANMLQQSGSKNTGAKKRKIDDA
#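 50 nM RECQ1T1 preincubated 15 min with compound in Tris pH 8.0 buffer with MgCl2, DTT, Tween-20 and 2.5 ug/ml poly(dI-dC); started with 200 nM TAMRA/BHQ-2 forked duplex and 2 mM ATP. Unwinding read as fluorescence (525/598 nm), two reads 2 h apart.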
# SMN2 splice up: enhancers of SMN2 splice variant expression. HEK293 SMN2-luciferase splicing reporter, luminescence, 30-36 h. Potency, µM (series often up to 46.1 µM), for inactives: at the top dose activity change, positive = activation, hits mostly activators. 210,000 compounds, 2.8% hits; also: % of control where 0% means no effect; nearly all actives have a fitted effect of over 55% in size
#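 HEK293 cells carry an SMN2 minigene-luciferase reporter in which exon 7 inclusion puts luciferase in frame. Cells were seeded at 2000 cells/well, attached for 10-12 hours, then exposed to compounds for 30-36 hours at 37C before ONE-Glo luminescence.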
# Luc counter: blocks Kinase-Glo luciferase, a counter-screen artifact; Q27757; Kinase-Glo luciferase, ATP luminescence, 8 min; Potency, µM (top dose mostly 38.3 µM), without a hit: top-dose activity change, negative = inhibition, actives largely listed as inhibitors; 200,000 compounds, 0.28% hits; AID 1379; also: % is scaled to controls: 0 for no effect and ±100 for the full control effect; nearly all actives have a fitted effect of over 60% in size
#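 Luminescence was the read-out, taken after 8-minute incubation at ambient temperature. Luciferase turned over luciferin with 10 uM ATP in imidazole pH 7.2 buffer containing KCl, MgCl2, Tween 20 and BSA.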
# NPSR antagonist: antagonists of human neuropeptide S receptor cAMP signaling; Q6W5P4; CHO-NPSR cells, cAMP TR-FRET, antagonist mode; Potency, µM (series often up to 38.3 µM), for inactives: top-dose activity change, negative = inhibition, most hits filed as inhibitors; 220,000 compounds, 1% hits; AID 1461; also: % is scaled to controls: 0 for no effect and ±100 for the full control effect; nearly all actives have a fitted effect of over 50% in size; many of its hits are not listed in these tables
# Target sequence (Q6W5P4 whole entry, looked up): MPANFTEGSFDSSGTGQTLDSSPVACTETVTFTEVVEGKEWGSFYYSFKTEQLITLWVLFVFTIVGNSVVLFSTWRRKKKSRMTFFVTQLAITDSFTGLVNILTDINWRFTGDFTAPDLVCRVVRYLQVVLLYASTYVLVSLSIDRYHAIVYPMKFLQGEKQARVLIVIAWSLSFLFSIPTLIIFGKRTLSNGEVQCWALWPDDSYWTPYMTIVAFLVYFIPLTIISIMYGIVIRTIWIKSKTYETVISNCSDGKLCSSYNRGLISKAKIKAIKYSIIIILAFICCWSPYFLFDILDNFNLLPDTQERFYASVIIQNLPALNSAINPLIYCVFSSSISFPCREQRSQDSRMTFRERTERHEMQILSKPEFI
# IMPase Li inh: cell-permeable IMPase inhibitors with lithium potentiation. CHO-M1 cells, IP1 TR-FRET (IP-One), carbachol + lithium. Potency, µM (top dose mostly 59.4 µM), for inactives: top-dose activity, negative = IMPase inhibition, actives largely listed as inhibitors. 210,000 compounds, 0.35% hits;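 also: IP1 builds up when IMPase is blocked and the TR-FRET signal falls; plate controls were basal vehicle for no effect and high inhibitor control for full effect; nearly all actives have a fitted effect of over 50% in size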
#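 CHO cells stably expressing M1 receptor (2000/well) were cultured 16–30 h, then exposed to compounds with a small lithium addition for 30 min at 37C. IP1 was measured by TR-FRET competition; AC50 from Hill fits.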
# Epigenetic reg: regulators of epigenetic silencing causing reporter derepression in mouse cells. 280,000 compounds, 0.2% hits. Potency, µM (highest dose often 53.9 µM), for inactives: top-dose GFP activation, hits mostly activators. murine LDR cells, GFP reporter derepression, 30 h; also: % of control where 0% means no effect; nearly all actives have a fitted effect of over 60% in size
#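 Derepression of a silenced CMV-GFP reporter in murine LDR cells is scored by enumerating GFP-positive cells with a laser-scanning microplate cytometer after 30 hours of treatment at 37 C.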
# JMJD2E inh: inhibitors of human JMJD2E histone demethylase. JMJD2E catalytic domain, FDH-coupled NADH fluorescence (FDH is formaldehyde dehydrogenase). Potency, µM (top dose mostly 57.1 µM), without a hit: top-dose activity change, negative = inhibition, hits mostly inhibitors. B2RXH2. AID 2147. 230,000 compounds, 1.6% hits; active = well fitted inhibition curve with a large enough effect, not every such curve was filed as active; inconclusive = small, poorly fitted or top-dose-only effect, or another doubt; inactive = no such curve, though single readings can be large or run the other way;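 also: 0% = wells with enzyme and -100% = buffer wells without enzyme; nearly all actives have a fitted effect of over 50% in size; many of its hits are not listed in these tables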
# GoLoco inh red: inhibitors of human Gai1-RGS12 GoLoco interaction (red fluorophore); 230,000 compounds, 0.44% hits; Gai1:RGS12 GoLoco peptide FP, rhodamine, 10 min; P63096; AID 880; Potency, µM (top dose mostly 61.6 µM), for the others: at the highest dose activity, negative = inhibition, hits mostly inhibitors; active = well fitted inhibition curve with a large enough effect, not every such curve was filed as active; inactive = no such curve, though single readings can be large or run the other way; also: % is scaled to controls: 0 for no effect and ±100 for the full control effect; nearly all actives have a fitted effect of over 30% in size; many of its hits are not listed in these tables
# * hit, by the source's call; i = inactive; ? = inconclusive; nt = no result given; & = joins results of further samples; [ ] = dose if it differs, or a comment. Unless noted, calls follow the shape of the dose curve; as a rule, active = well fitted curve in the direction sought with a large enough effect; inconclusive = small, poorly fitted or top-dose-only effect, or another doubt; inactive = no such curve, though single readings can be large; an effect the other way counts as inactive or inconclusive. Potency is read from the fitted curve at half-maximal effect.
compound	RECQ1 helicase	SMN2 splice up	Luc counter	NPSR antagonist	IMPase Li inh	Epigenetic reg	JMJD2E inh	GoLoco inh red
Nc1nc(SCC(=O)Nc2ccc(S(N)(=O)=O)cc2)n[nH]1	i	-2%	2%	12%	2%	-1.8%	-1%	10%
CSc1ccc(S(=O)(=O)NCc2ccc(Cl)cc2Cl)cc1	-13%	2%	2%	-12%[46.1 µM]	3%[38.3 µM]	-2.9%	-1%	12%
CCc1cccc(C)c1NC(=S)NCC(c1cccnc1)N(C)C (stereo unspecified)	-3%	nt	nt	3%	8%	3.9%	1%	3%
Cc1ccc2nc(NC(=S)NC(=O)c3ccco3)sc2c1	-2%	11µM*	-2%	-45%	13µM*	2.1%	-3%	15%
O=C(CCC1CCCCC1)NCc1ccc(F)cc1	6%	26%	-1%	-5%	-3%	0.0%	6%	-3%
Cc1cccc(CN(CC(=O)N/N=C/c2cccs2)S(=O)(=O)c2ccc(Cl)cc2)c1	-21%	10%	-1%	?	25%[38.3 µM]	1.2%	-7%	1%
c1ccc(Nc2nc(NCC3CCCO3)c3ccccc3n2)cc1 (stereo unspecified)	-5%	-61%[inhibitor]	-1%	-47%	35%[activator]	-0.2%	?	10%
CC1=CCC2C(=O)N(c3ccc(Br)cc3C)C(=O)C2C1 (stereo unspecified)	-3%	-2%	1%	-17%[46.1 µM]	14%[38.3 µM]	-2.1%	0%	5%
CC(C)=N/N=c1\scc(C)n1Cc1ccco1	i	-1%	0%	3%	9%	0.1%	-1%	2%
Cc1ccc(C)c(S(=O)(=O)N2CCN(C(=O)c3cnccn3)CC2)c1	i	0%	8%	-5%[46.1 µM]	2%[38.3 µM]	-0.2%	14%	11%

# (next part)
compound	RECQ1 helicase	SMN2 splice up	Luc counter	NPSR antagonist	IMPase Li inh	Epigenetic reg	JMJD2E inh	GoLoco inh red
CCOC(=O)CN1C(=O)C(C)(C)Oc2ccc(C(=O)Nc3ccccc3)cc21	i	nt	nt	-12%[46.1 µM]	nt	-0.8%	65%	nt
O=C(O)/C(=C\c1cccc(F)c1)c1ccc(S(=O)(=O)N2CCCCC2)s1	-1%	-4%	5%	-22%	0%	-1.1%	-7%	-2%
COCCn1c(SCCCC(=O)c2ccc(Br)cc2)nnc1-c1ccncc1	-1%	-81%[inhibitor]	6%	-7%[46.1 µM]	8%[38.3 µM]	-2.7%	10%	-10%
CCCN(CCC)CCCn1c(=O)[nH]c2ccccc21	18%	9%	-3%	10%	9%	-0.4%	6%	7%
Cn1c(CNC(=O)c2ccccc2F)nnc1SCc1ccc(F)cc1	-12%	-9%	-1%	14%	-2%	-1.3%	-2%	-1%
Cc1ccccc1NC(=S)N/N=C/C(C)c1ccccc1 (stereo unspecified)	-8%	-12%	0%	-43%	14%	-6.7%	-8%	1%
COc1cc(OC)c(-c2nn3c(C4CCCCC4)nnc3s2)cc1OC	-15%	-25%	1%	?	6%[38.3 µM]	-14%	?	-3%
CCOc1ccc2nc(NC(=O)COc3ccc(N(C)S(=O)(=O)c4ccc(C)cc4)cc3)sc2c1	i	nt	nt	-5%	nt	3.2%	?	6%
COc1cccc(C(=O)Oc2cc3c4c(c2)C(C)=CC(C)(C)N4C(=O)C3=O)c1	i	nt	-4%	2%[46.1 µM]	14%[38.3 µM]	0.1%	2%	5%
O=C(CSc1ccc(-c2ccco2)nn1)NCCc1ccccc1	40µM*	-3%	-2%	10%	1%	-1.2%	?	-8%

# (next part)
compound	RECQ1 helicase	SMN2 splice up	Luc counter	NPSR antagonist	IMPase Li inh	Epigenetic reg	JMJD2E inh	GoLoco inh red
CCCCCCC1(C)NC(=S)N(c2ccccc2)N1 (stereo unspecified)	i	-45%[inhibitor]	3%	-20%	3%	-4.5%	?	6%
O=C(CCSc1nnc(-c2ccco2)o1)Nc1ccc(Cl)cc1	i	-5%	-4%	-4%[46.1 µM]	-21%[38.3 µM]	-0.7%	-4%	0%
CCO[C@H]1OC(C(=O)NCc2nc3ccccc3[nH]2)=C[C@@H](C)[C@@H]1CCCO	-15%	nt	nt	-26%	4%	-0.8%	8%	-7%
Cc1ccc(Nc2c(-c3ccc(N4CCOCC4)cc3)nc3ncccn23)cc1C	-6%	1%&-50%	-7%	-14%	?	2.5%&2.6%	0%	4%
CCCCN(CCCC)CCC(O)c1cc2c(Cl)cc(Cl)cc2c2cc(C(F)(F)F)ccc12 (stereo unspecified)	-7%[25.9 µM]	-18%[20.6 µM]	-4%[17.1 µM]	nt	2%	-1.4%[16.9 µM]	14%[25.5 µM]	9%[21.6 µM]
Cc1cc(C)nc(N2N=C(C(F)(F)F)CC2=O)n1	-14%	nt	nt	-35%	nt	-1.4%	10%	12%
CC(=O)N/C(=N\OCc1ccccc1Cl)c1nonc1NC(C)=O	-4%	-16%[1.84 µM]	-1%	11%	-2%	-0.9%	7%	13%
CCN(Cc1ccccc1)C(=O)c1c[nH]c2ccc(S(=O)(=O)N(C)CCC#N)cc2c1=O	0%	-7%	1%	8%	-2%	0.2%	?	-5%
CN(c1ccccc1C(=O)N1CCc2ccccc2C1)S(C)(=O)=O	-1%	-12%	0%	-3%[46.1 µM]	-3%[38.3 µM]	-2.6%	-8%	-9%
CC1(C)Cc2c(c(-c3ccccc3)nc3[nH][nH]c(=O)c23)CO1	i	?	3%	-11%[46.1 µM]	25%[38.3 µM]	-2.1%	1%	5%

# Going on with the list.
compound	RECQ1 helicase	SMN2 splice up	Luc counter	NPSR antagonist	IMPase Li inh	Epigenetic reg	JMJD2E inh	GoLoco inh red
COc1ccc(OC)c(C2=NOC(C(=O)NCCN3CCOCC3)C2)c1 (stereo unspecified)	-18%	-13%	3%	7%[46.1 µM]	22%[38.3 µM]	-14%	?	8%
COc1ccc(CC(=O)NNc2ncnc3c2cnn3C)cc1	-10%	-2%	-1%	15%	9%	2.1%	1%	3%
COc1cccc(CN2CCN(C3CCN(c4cccc(C)c4C)CC3)CC2CCO)c1 (stereo unspecified)	i	-43%[inhibitor]	1%	24%	21%	2.1%	-1%	4%
Cc1cc(N)n(-c2ncnc3scc(-c4ccccc4)c23)n1	-7%	13%	-1%	-6%[46.1 µM]	32%[38.3 µM]	-0.2%	?	-5%
CCCCOc1ccc([N+](=O)[O-])cc1C(=O)O	17%	10%	0%	-1%	2%	1.3%	0%	3%
COC(=O)c1ccc(NC(=O)c2ccccc2)o1	-4%	-1%	-10%	-18%[46.1 µM]	12%[38.3 µM]	-2.3%	0%	-9%
O=C1C2C3C=CC(C4CC34)C2C(=O)N1CCc1ccccc1 (stereo unspecified)	-1%	8%	-2%	3%	4%	-1.8%	0%	-2%
COCC(=O)OCC(=O)Nc1cc(C(C)(C)C)nn1-c1ccccc1	i	-14%	-3%	11%[46.1 µM]	20%[38.3 µM]	-0.7%	3%	-2%
COc1ccc(N2CCN(CCC(N)=O)CC2)cc1	-3%	-9%	-1%	-5%[46.1 µM]	22%[38.3 µM]	-5.4%	-1%	-2%
S=c1[nH]nc(CCc2ccccc2)n1-c1ccccc1	-1%	-4%	2%	-2%	2%	6.0%	-21%	-3%

# The listing continues:
compound	RECQ1 helicase	SMN2 splice up	Luc counter	NPSR antagonist	IMPase Li inh	Epigenetic reg	JMJD2E inh	GoLoco inh red
CNC(=O)c1ccc(CNC(=O)OCC(F)(F)F)cc1	i	-5%	-5%	-8%[46.1 µM]	8%[38.3 µM]	-2.2%	0%	-10%
CCC1CSC(Nc2ccc(C(=O)/C=C/c3ccc(OC)c(OC)c3)cc2)=N1 (stereo unspecified)	i	-59%[inhibitor]	0%	-22%	14%	-5.1%	?	94%[activator]
O=C(Cc1ccccc1)Nc1ccc(N2CCN(Cc3ccccc3F)CC2)cc1	-5%	-21%	-2%	-8%[46.1 µM]	11%[38.3 µM]	-7.5%	2%	23%
Brc1cccc(CSc2nnc(-c3ccncc3)o2)c1	i	nt	nt	-18%	8%	2.5%	11%	1%
Cc1cc(NC(=S)NC(=O)CC(C)C)ccc1Br	-1%	25%	-10%	-19%[46.1 µM]	1%[38.3 µM]	-1.1%	2%	-2%
O=C(O)c1ccccc1N[C@H](c1ccccc1)c1ccc2cccnc2c1O	nt	-15%[9.22 µM]	-2%[7.66 µM]	nt	15%	nt	nt	10%[14.2 µM]
O=S(=O)(c1ccc(Cl)cc1)N1CCCN(c2nc3ccc(Cl)cc3s2)CC1	i	nt	nt	0%	nt	1.1%	-16%	11%
CCCCCCCCC(=O)N/N=C(\C)c1ccc(O)cc1O	10%	-73%[inhibitor]	0%	-14%	7%	2.2%	-1%	3%
N#Cc1cccc(NC(=O)N2CC3(CCN(C(=O)c4cc(C(F)(F)F)cc(C(F)(F)F)c4)CC3)C2)c1	-10%	-12%	0%	nt	2%	nt	nt	5%
Cn1nc(CSc2ccccc2)c(C=O)c1Cl	-3%	1%	-6%	-8%	0%	2.2%	3%	2%
CC(=O)N1CCC2(CC1)CN(Cc1ccc(C#N)cc1)C2	i	5%	-1%	nt	4%	nt	nt	6%
Cc1[nH]c(C(=O)O)c(C)c1C(=O)OC(C)C	17%	-11%	-5%	7%[46.1 µM]	3%[38.3 µM]	-1.4%	2%	1%

# In another format: 4 of the compounds above
> O=C(Cc1ccccc1)Nc1ccc(N2CCN(Cc3ccccc3F)CC2)cc1
  RECQ1 helicase: -5% | SMN2 splice up: -21% | Luc counter: -2% | NPSR antagonist: -8%[46.1 µM] | IMPase Li inh: 11%[38.3 µM] | Epigenetic reg: -7.5% | JMJD2E inh: 2% | GoLoco inh red: 23%
> Brc1cccc(CSc2nnc(-c3ccncc3)o2)c1
  RECQ1 helicase: i | SMN2 splice up: nt | Luc counter: nt | NPSR antagonist: -18% | IMPase Li inh: 8% | Epigenetic reg: 2.5% | JMJD2E inh: 11% | GoLoco inh red: 1%
> Cc1cc(NC(=S)NC(=O)CC(C)C)ccc1Br
  RECQ1 helicase: -1% | SMN2 splice up: 25% | Luc counter: -10% | NPSR antagonist: -19%[46.1 µM] | IMPase Li inh: 1%[38.3 µM] | Epigenetic reg: -1.1% | JMJD2E inh: 2% | GoLoco inh red: -2%
> O=C(O)c1ccccc1N[C@H](c1ccccc1)c1ccc2cccnc2c1O
  RECQ1 helicase: nt | SMN2 splice up: -15%[9.22 µM] | Luc counter: -2%[7.66 µM] | NPSR antagonist: nt | IMPase Li inh: 15% | Epigenetic reg: nt | JMJD2E inh: nt | GoLoco inh red: 10%[14.2 µM]

# These rows are one share of the data (hit frequency here may not be typical).
